Screening results as filed in PubChem.
SIRT5 block: sirtuin-5 (human) deacylase inhibition; inhibition, % at 15 µM; 1.1% of 330,000 active; Purified SirT5, succinyl-peptide AMC, trypsin-coupled fluorescence; AID 652115; in the data active = inhibition above about 15%; inconclusive = no clear call, values can overlap the other calls
Target sequence (Q9NXA8 whole entry, looked up): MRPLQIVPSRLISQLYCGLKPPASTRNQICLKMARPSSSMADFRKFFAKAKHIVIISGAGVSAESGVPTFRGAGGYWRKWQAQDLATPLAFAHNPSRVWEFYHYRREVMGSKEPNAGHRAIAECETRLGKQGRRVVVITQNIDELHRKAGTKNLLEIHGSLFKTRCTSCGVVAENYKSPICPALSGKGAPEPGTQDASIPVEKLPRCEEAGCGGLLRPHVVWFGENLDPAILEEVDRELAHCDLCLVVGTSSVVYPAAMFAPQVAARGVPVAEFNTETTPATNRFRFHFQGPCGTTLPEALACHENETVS
DENV2 CPE: DENV2-induced cell death inhibition; DENV2-infected cells, cytopathic effect rescue, plate reader; CPE inhibition, % at 9.99 µM; 1.7% of 350,000 active; in the data active = CPE inhibition above about 20%, passing the limit was not always enough; inconclusive = no clear call, values can overlap the other calls; tested in BHK-21 cells;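 note: 0% = median of neutral control wells and 100% = median of positive control wells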
PglD inh: inhibitors of Campylobacter jejuni PglD acetyltransferase. 0.098% of 360,000 active. inhibition, % at 12.5 µM. AID 602405. purified PglD enzyme, DTNB colorimetric CoA detection; in the data active = inhibition above about 16%, passing the limit was not always enough; inconclusive = no clear call, values can overlap the other calls; note: strong numbers were not always called active
E-selectin induc: E-selectin induction on HUVECs; P16581; HUVEC E-selectin immunofluorescence imaging; normalized: neutral wells 0, TNF-alpha wells 100; activation, % at 7.58 µM; 0.37% of 260,000 active;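 active = mean E-selectin-positive cell signal at least 10% of the positive control, reached in at least 60% of replicates, without over 20% cell loss; inconclusive = no rule given, readout overlaps actives, possibly toxicity-flagged; inactive = the rest, including those meeting only one limit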;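 note: in these data hits start at about 27%; measured in HUVEC primary endothelial cells; signal is the percent of cells scored E-selectin positive by PE staining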
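System: HUVEC / Compound: single concentration / Signal: immunofluorescence imaging / Read-out: percent E-selectin-positive cells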
Statin myotox sup: suppression of simvastatin myotoxicity. AID 602340. C2C12 myotubes + simvastatin, ATP luminescence, 48 h; scaled: DMSO 0, geranylgeraniol control 100. rescue of ATP level, % at 7.49 µM. 0.78% of 330,000 active;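 active = mean ATP rescue above about 67%, or every replicate alone reaching that limit, limit read from the data, passing the limit was not always enough; inconclusive = no clear call, values can overlap the other calls; inactive = mean under the limit and some replicate under it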;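 note: myotubes were challenged with 10 µM simvastatin during compound exposure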
ERp5 block: blocks human ERp5 reductase activity on insulin. ERp5 insulin aggregation, absorbance 650 nm, 90 min. inhibition, % at 9.99 µM. 0.05% of 350,000 active;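 active = mean replicate inhibition above about 25%, with every replicate also reaching it, limit read from the data, passing the limit was not always enough; inconclusive = only one of those two criteria met; inactive = neither criterion met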
Target sequence (Q15084 whole entry, looked up): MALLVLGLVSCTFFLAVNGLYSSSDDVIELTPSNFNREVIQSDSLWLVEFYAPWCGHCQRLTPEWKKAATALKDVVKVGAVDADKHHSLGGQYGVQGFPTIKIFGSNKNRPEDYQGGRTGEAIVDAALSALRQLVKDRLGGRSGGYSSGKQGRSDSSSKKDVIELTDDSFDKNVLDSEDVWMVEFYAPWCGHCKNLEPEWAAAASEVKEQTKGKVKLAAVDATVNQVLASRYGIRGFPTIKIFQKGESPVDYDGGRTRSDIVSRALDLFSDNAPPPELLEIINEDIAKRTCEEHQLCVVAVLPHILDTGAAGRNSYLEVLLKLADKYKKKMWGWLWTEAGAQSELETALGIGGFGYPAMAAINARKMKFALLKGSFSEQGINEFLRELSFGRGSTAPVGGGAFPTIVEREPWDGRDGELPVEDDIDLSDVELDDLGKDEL
S100A4 inh HTS: inhibitors of human S100A4 binding to myosin IIA peptide; P26447; S100A4/TAMRA-MyoIIA peptide fluorescence polarization; 0.14% of 360,000 active; inhibition, % at 10.7 µM;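 active = mean inhibition of at least 70% across replicates, with every replicate also reaching that level; inconclusive = mean inhibition reaches 70% but some replicates fall short; inactive = mean inhibition below 70%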
Target sequence (P26447 whole entry, looked up): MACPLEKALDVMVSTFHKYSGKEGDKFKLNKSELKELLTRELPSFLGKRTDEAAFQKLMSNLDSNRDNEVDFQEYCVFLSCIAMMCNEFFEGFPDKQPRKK
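Assay system: human S100A4 monomer with TAMRA-labelled myosin IIA peptide / Buffer or medium: Calcium-containing HEPES buffer, pH 7.2 / Reagent: TAMRA-labelled myosin IIA heavy-chain peptide probe, 5 nM / Compound: one dose per compound / Timing: polarization read 5 min after assay mix addition, stable 5–60 min / Benchmarks: neutral control DMSO, positive control TFP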
* hit, by the source's call; ? = inconclusive; nt = not tested or not shown. These rows are one share of the data (hit frequency here may not be typical).

SMILES | SIRT5 block | DENV2 CPE | PglD inh | E-selectin induc | Statin myotox sup | ERp5 block | S100A4 inh HTS
COc1cc2c(cc1OC)C(c1ccccc1)NC(C)(C)C2 (stereo not given) | 7 | -5 | 2 | -0.1 | -7 | 0 | -1
O=C(C(=O)N1CCN(S(=O)(=O)c2ccc(Cl)cc2)CC1)c1cccc(C(F)(F)F)c1 | nt | -11 | nt | 0.2 | nt | -13 | 1
O=C1CSC(=Nc2ccccc2)N1Cc1ccccc1 | -2 | -1 | nt | nt | 25 | 0 | 4
O=C1NC[C@@H](CCCCN2CCN(CCc3ccc(O)cc3)C(=O)C2=O)N(CCc2ccc(O)cc2)C1=O | 1 | 18 | nt | 2.5 | nt | -3 | -1
CCN1CCN(C(=S)Nc2sc(C)c(-c3ccccc3)c2C(=O)OC)CC1 | -3 | 1 | -2 | 0.1 | -39 | 1 | 4
CCOC(=O)N1CCN(S(=O)(=O)c2ccc(C(=O)N(CCN(C)C)c3nc4ccc(Cl)cc4s3)cc2)CC1 | -2 | ? | -3 | nt | -7 | -4 | -9
O=C(NCC1CCCN1S(=O)(=O)c1cccs1)C(=O)Nc1ccccc1 (stereo not given) | -2 | 8 | -3 | nt | 0 | 2 | -3
Cc1ccc(S(=O)(=O)N(C)CC(=O)NCCCn2ccnc2)cc1 | -2 | 9 | 6 | nt | 1 | 2 | -6
CN(C(=O)c1ccccc1C(=O)OCC(=O)NCc1ccccc1)C1CCCCC1 | -4 | 11 | nt | 0.2 | nt | 0 | 0
COc1ccc(-c2ccc(OC)c([C@H]3[C@H]4C=CC[C@@H](C)[C@@H]4C(=O)N3Cc3ccccc3)c2)cc1OC | -3 | 2 | 0 | -0.3 | -5 | 0 | 0
Cc1[nH]c2ccc(C(=O)NC3CCC(C)CC3)cc2c1C (stereo not given) | 2 | -6 | 1 | nt | -86 | 1 | 0
CC1Cc2cc(S(=O)(=O)N3CCCCC3C)ccc2N1C(=O)C1CCC1 (stereo not given) | 2 | 1 | -1 | nt | -9 | 5 | -1
CC(CC(=O)O)CC(=O)Nc1nncs1 (stereo not given) | -2 | -2 | -6 | 0.1 | 11 | 1 | -7
CCCCSCCCNC(=O)CCCN1C(=O)c2ccccc2Sc2ncccc21 | 1 | ? | -4 | -0.1 | 9 | 4 | 0
CCOc1cc(N2CCOCC2)c(OCC)cc1NC(=O)COC(=O)CCOc1ccc(C)cc1 | -2 | -3 | 2 | -1.9 | -2 | 2 | -1
CC(NC(=O)c1ccc(NC(=O)CC2SC(N3CCCC3)=NC2=O)cc1)c1ccc(S(N)(=O)=O)cc1 (stereo not given) | 0 | 11 | nt | nt | nt | 0 | -1
O=C(CSc1ccc(-c2ccccn2)nn1)N1CCCC1 | -2 | 8 | nt | 2.9 | nt | 3 | 8
CC(OC(=O)CCC(=O)c1cccs1)C(=O)Nc1ccccc1[N+](=O)[O-] (stereo not given) | -2 | 3 | nt | nt | nt | 10 | 10
CCCCc1nc2cc(C(=O)N3CCC(OC)CC3)ccc2o1 | -2 | -2 | -1 | nt | -4 | 0 | -16
COc1cccc(/C=C/C(=O)NCCc2ccc3c(c2)OCCO3)c1 | -3 | 1 | -2 | 3.0 | -2 | -3 | -6

13 entries already listed, arranged by SMILES length, falling.
SMILES | SIRT5 block | DENV2 CPE | PglD inh | E-selectin induc | Statin myotox sup | ERp5 block | S100A4 inh HTS
CCOC(=O)N1CCN(S(=O)(=O)c2ccc(C(=O)N(CCN(C)C)c3nc4ccc(Cl)cc4s3)cc2)CC1 | -2 | ? | -3 | nt | -7 | -4 | -9
O=C1NC[C@@H](CCCCN2CCN(CCc3ccc(O)cc3)C(=O)C2=O)N(CCc2ccc(O)cc2)C1=O | 1 | 18 | nt | 2.5 | nt | -3 | -1
O=C(C(=O)N1CCN(S(=O)(=O)c2ccc(Cl)cc2)CC1)c1cccc(C(F)(F)F)c1 | nt | -11 | nt | 0.2 | nt | -13 | 1
CCOc1cc(N2CCOCC2)c(OCC)cc1NC(=O)COC(=O)CCOc1ccc(C)cc1 | -2 | -3 | 2 | -1.9 | -2 | 2 | -1
CC(OC(=O)CCC(=O)c1cccs1)C(=O)Nc1ccccc1[N+](=O)[O-] (stereo not given) | -2 | 3 | nt | nt | nt | 10 | 10
CN(C(=O)c1ccccc1C(=O)OCC(=O)NCc1ccccc1)C1CCCCC1 | -4 | 11 | nt | 0.2 | nt | 0 | 0
CC1Cc2cc(S(=O)(=O)N3CCCCC3C)ccc2N1C(=O)C1CCC1 (stereo not given) | 2 | 1 | -1 | nt | -9 | 5 | -1
O=C(NCC1CCCN1S(=O)(=O)c1cccs1)C(=O)Nc1ccccc1 (stereo not given) | -2 | 8 | -3 | nt | 0 | 2 | -3
CCCCSCCCNC(=O)CCCN1C(=O)c2ccccc2Sc2ncccc21 | 1 | ? | -4 | -0.1 | 9 | 4 | 0
COc1cccc(/C=C/C(=O)NCCc2ccc3c(c2)OCCO3)c1 | -3 | 1 | -2 | 3.0 | -2 | -3 | -6
Cc1[nH]c2ccc(C(=O)NC3CCC(C)CC3)cc2c1C (stereo not given) | 2 | -6 | 1 | nt | -86 | 1 | 0
CCCCc1nc2cc(C(=O)N3CCC(OC)CC3)ccc2o1 | -2 | -2 | -1 | nt | -4 | 0 | -16
O=C1CSC(=Nc2ccccc2)N1Cc1ccccc1 | -2 | -1 | nt | nt | 25 | 0 | 4

Additional results
SMILES | SIRT5 block | DENV2 CPE | PglD inh | E-selectin induc | Statin myotox sup | ERp5 block | S100A4 inh HTS
CCN(CCC#N)c1ccc(/C=N/Nc2nc(C)cc(=O)[nH]2)c(C)c1 | 1 | 3 | nt | nt | nt | 0 | 0
CC(C)NC(=O)NCC[C@H]1CC[C@H](NC(=O)c2ccc(F)cc2)[C@H](CO)O1 | -4 | -4 | -1 | -0.4 | 3 | 4 | 12
OC[C@@H]1CN(Cc2cccs2)C[C@H](n2cnc3c(N4CCN(c5ccccc5)CC4)ncnc32)O1 | 3 | -4 | -3 | nt | 4 | 5 | -5
O=C(N[C@H]1CC[C@@H](CCNS(=O)(=O)c2ccc(Cl)cc2)O[C@H]1CO)c1cccc(F)c1 | 1 | -6 | 7 | -1.5 | 2 | 2 | 2
Cc1cccc(N2O[C@H]3C=CC2CCCC3)n1 | 1 | -4 | -1 | nt | -6 | -1 | -4
NC(=O)C1CC(=O)N(c2ccc(OCc3ccc(Cl)cc3Cl)cc2)C1 (stereo not given) | -2 | 7 | -1 | nt | 4 | 0 | 23
CCCn1c(C)cc(C(=O)COc2ncnc3sccc23)c1C | -1 | -4 | -1 | nt | 31 | -1 | 0
Cc1cccnc1NC(=O)CNC(=O)c1sc2ccccc2c1Cl | -1 | 9 | -5 | -0.3 | 1 | -4 | 5
Fc1ccc(-n2c(-c3ccc4ccccc4n3)n[nH]c2=S)cc1 | -2 | 2 | nt | nt | nt | -6 | -5
CCn1c(SCC(=O)NC2CCCCC2)nnc1-c1ccco1 | -7 | 6 | 4 | -0.1 | 8 | -1 | 1
CC1(C)O[C@@H]2C[C@H]3[C@@H]4C[C@H](F)C5=CC(=O)C=C[C@]5(C)[C@H]4[C@@H](O)C[C@]3(C)[C@]2(C(=O)CO)O1 | -2 | -12 | 5 | 0.0 | 6 | 7 | -11
Cc1cc(NC(=O)Nc2cccc(Cl)c2)no1 | nt | -2 | -1 | 0.0 | 2 | 2 | 0
Cc1c(C(=O)N(Cc2ccncc2)CC2CCCO2)oc2c(F)cccc12 (stereo not given) | -2 | -3 | -2 | 2.6 | 3 | 4 | 0
O=C(Cn1nnc(-c2cccs2)n1)Nc1ccccc1C(F)(F)F | -1 | nt | nt | 1.0 | 5 | 0 | 1
CCCCc1cc2c(cc1NC(=O)CN1CCCCC1)OCCO2 | 1 | 4 | -5 | nt | 16 | 1 | -7
C[C@@H]1CN([C@@H](C)CO)S(=O)(=O)c2ccc(C#CC3CC3)cc2O[C@H]1CN(C)C(=O)CC1CC1 | 5 | 8 | 2 | 0.0 | 8 | -9 | 9
CCN1[C@H](C(=O)N[C@@H](C)c2ccccc2)[C@@H](CO)[C@@H]2Cn3c(ccc(-c4cccc(F)c4)c3=O)[C@@H]21 | -4 | 3 | 3 | 0.2 | 7 | 1 | 4
O=C1CCC(C(=O)N2CCCC(N3CCN(c4cccc(C(F)(F)F)c4)CC3)C2)=NN1 (stereo not given) | -5 | 2 | 2 | 0.1 | 1 | -4 | 0
CSc1ccccc1NC(=O)CSc1n[nH]c(C)c1[N+](=O)[O-] | -4 | -3 | nt | 2.7 | 8 | 0 | -5
Cc1ccc(C(=O)C2CCN(C(=S)NCC3CCCO3)CC2)cc1 (stereo not given) | 4 | 12 | 1 | 0.1 | -1 | 3 | -24
O=C(Nc1ccc(Cc2ccc(NC(=O)C3CC3)cc2)cc1)C1CC1 | -1 | -4 | nt | -2.1 | nt | -1 | -8
Clc1ccc(Oc2ccccc2)c2ncccc12 | -3 | 3 | -4 | 0.8 | 5 | 5 | -1
Cc1ccc(CCN2CC(C(=O)NCCc3ccccc3)CC2=O)cc1 (stereo not given) | -2 | 34* | -2 | nt | 1 | 0 | 0
O=C(Nc1cccc(C(F)(F)F)c1)c1ccc(-c2ccc(F)c(F)c2)c2ccoc12 | -1 | -6 | -1 | 2.1 | -49 | -4 | -1
O=C(NCc1ccccc1Cl)[C@@H]1CCCN1S(=O)(=O)c1ccc(Cl)cc1 | 0 | 15 | 5 | -0.2 | 6 | 4 | 2
CCNC(=O)C1(C)CCN(C(=O)c2ccc(-c3ccccc3)cc2)C1 (stereo not given) | 1 | 9 | 1 | -0.5 | 0 | 5 | -3
CCN1[C@@H]2Cn3c(ccc(C4=CCCC4)c3=O)[C@H]1[C@@H](C(=O)N1CCc3ccccc3C1)[C@@H]2CO | -3 | -1 | 2 | -0.1 | -14 | 1 | 11
C[C@@H]1CCCCO[C@H](CN(C)C(=O)CCCN(C)C)[C@@H](C)CN([C@H](C)CO)C(=O)c2cc(N(C)C)ccc2O1 | -2 | 4 | 3 | 0.0 | 11 | 6 | 2
CN(c1ccccc1)S(=O)(=O)c1ccc(Cl)nc1 | -2 | 6 | nt | 4.8 | nt | 3 | 5
C=CCNC(=S)NNC(=O)c1ccccc1OCC | -4 | 5 | 10 | 7.1 | 13 | -2 | 0
COc1ccc2c3c([nH]c2c1)[C@H](CO)N(Cc1nccs1)CC31CN(C(=O)C2CCCCC2)C1 | 0 | -8 | nt | -0.5 | nt | 4 | -1
CC(C)[C@H](NC(=O)N1CC(=O)Nc2ccccc21)C(=O)N[C@H](Cc1ccccc1)C(=O)O | nt | -1 | 0 | nt | 1 | -6 | -3
